NSD2 block = blocks human NSD2 histone methyltransferase activity. O96028. NSD2-SET H3K36me1 DELFIA fluorescence, biochemical. inhibition, % at 12.5 µM. actives 0.07% (n = 44,000); in the data active means inhibition above about 54%, passing the limit was not always enough;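 further: inhibitors reduce the monomethyl H3K36 fluorescence signal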
* = called active by the depositor.

Molecule: CCOC(=O)NNc1nncc2ccccc12
  NSD2 block: -5

Molecule: COc1c(O)cc2c(c1O)[C@H]1O[C@H](CO)[C@@H](O)[C@H](O)[C@@H]1OC2=O
  NSD2 block: 3

Molecule: CCC(=O)O[C@]1(C(=O)SCF)[C@H](C)C[C@H]2[C@@H]3C[C@H](F)C4=CC(=O)C=C[C@]4(C)[C@@]3(F)[C@@H](O)C[C@@]21C
  NSD2 block: -2

Molecule: C/C=C(/C)C(=O)OC1c2c(ccc3ccc(=O)oc23)OC(C)(C)C1OC(=O)/C(C)=C\C (configuration not stated)
  NSD2 block: 8

Molecule: Cc1cc(C)cc(OCC2CNC(=O)O2)c1 (configuration not stated)
  NSD2 block: 1

Molecule: O=c1cc(-c2ccc(O)cc2)oc2cc(O[C@@H]3O[C@H](CO)[C@@H](O)[C@H](O)[C@H]3O[C@@H]3OC[C@](O)(CO)[C@H]3O)cc(O)c12
  NSD2 block: 3

Molecule: COc1ccc2ccc(=O)oc2c1
  NSD2 block: -4

Molecule: Cc1cccc(C)c1NC(=O)C1CCCCN1C (configuration not stated)
  NSD2 block: -6

Molecule: COc1ccccc1OCCNCC(O)COc1cccc2[nH]c3ccccc3c12 (configuration not stated)
  NSD2 block: 11

Molecule: C[C@H]1[C@H](C)CC[C@]2(C(=O)O[C@@H]3O[C@H](COC4O[C@H](CO)[C@@H](OC5O[C@@H](C)[C@H](O)[C@@H](O)[C@H]5O)[C@H](O)[C@H]4O)[C@@H](O)[C@H](O)[C@H]3O)CC[C@]3(C)C(=CC[C@@H]4[C@@]5(C)C[C@@H](O)[C@H](O)[C@@](C)(CO)C5CC[C@]43C)[C@H]12 (some centres not stated)
  NSD2 block: -1

Molecule: NC(=NCc1ccccc1)NC(=O)c1nc(Cl)c(N)nc1N
  NSD2 block: 0

Ordered by count of non-hydrogen atoms (lowest first): part of the list above.
Molecule: COc1ccc2ccc(=O)oc2c1
  NSD2 block: -4

Molecule: CCOC(=O)NNc1nncc2ccccc12
  NSD2 block: -5

Molecule: Cc1cccc(C)c1NC(=O)C1CCCCN1C (configuration not stated)
  NSD2 block: -6

Not all compounds are listed, so the mix of outcomes need not match the whole.
